# KCNH2 3.1 inh = qHTS for Inhibitors of KCHN2 3.1: Mutant qHTS. U2OS KCNH2 3.1, thallium flux FluxOr; hits give low values. activity change, % (tested at about 1.8 µM). Potassium voltage-gated channel subfamily H member 2, brain isoform KCNH2 3.1 (human). hit rate 0.95% among 340,000;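 active = maximum activity change below -70%; inconclusive = maximum activity change from -70% to -50%; inactive = maximum activity change above -50%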;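 also: thallium influx rate constant from kinetic fluorescence after stimulation buffer; % is scaled to controls: 0 for no effect and ±100 for the full control effect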
#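 Virally transduced U2OS (3.1 isoform, 4 h infection in dark at RT) → overnight 37 C → FluxOr + Red40 in HBSS/HEPES, 45 min → stimulation buffer, 2 min kinetic read → rate constant vs DMSO controls.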
# GALK inh = qHTS Assay for Inhibitors of Human Galactokinase (GALK); AID 1868, 2009; Potency, µM (top dose mostly 57.5 µM), for inactives: at the top dose activity change, negative = inhibition, actives largely listed as inhibitors; hit rate 0.007% among 270,000; Purified GALK, Kinase-Glo residual ATP luminescence; also: potency is read from the fitted curve at half-maximal effect; % is scaled to controls: 0 for no effect and ±100 for the full control effect
# Target sequence (P51570 whole entry, looked up): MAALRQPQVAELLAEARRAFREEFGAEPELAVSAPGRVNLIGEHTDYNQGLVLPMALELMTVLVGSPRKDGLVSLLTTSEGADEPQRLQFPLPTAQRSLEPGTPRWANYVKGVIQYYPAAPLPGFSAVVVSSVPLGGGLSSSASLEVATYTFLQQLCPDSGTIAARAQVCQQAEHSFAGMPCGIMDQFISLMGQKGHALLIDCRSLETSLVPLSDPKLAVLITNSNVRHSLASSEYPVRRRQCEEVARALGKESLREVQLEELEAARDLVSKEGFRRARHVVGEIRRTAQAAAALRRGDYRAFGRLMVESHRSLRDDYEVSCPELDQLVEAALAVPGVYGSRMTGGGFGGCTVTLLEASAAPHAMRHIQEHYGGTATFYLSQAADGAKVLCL
#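 5 nM enzyme, 35 uM ATP, 100 uM galactose, 20 mM HEPES pH8.0, 5 mM MgCl2; 1 h RT; residual ATP by Kinase-Glo Plus luminescence, qHTS format.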
# KCNH2 WT inh = qHTS for Inhibitors of KCHN2 3.1: Wildtype qHTS. Voltage-gated inwardly rectifying potassium channel KCNH2 (Homo sapiens), Q12809. AID 720551, 2013. hit rate 0.37% among 340,000. U2OS, BacMam KCNH2, thallium flux FluxOr; hits give low values. activity change, % at 1.84 µM;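 active = maximum activity change below -70%; inconclusive = maximum activity change between -70% and -50%; inactive = maximum activity change above -50%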; also: % is scaled to controls: 0 for no effect and ±100 for the full control effect
#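 U2OS cells transduced with wild-type KCNH2 virus are loaded with FluxOr dye for 45 min, and thallium flux is measured in kinetic reads before and after stimulation buffer. Rate constants are normalized to DMSO controls.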
# FBPA coupling cs = qHTS Assay for Inhibitors of Fructose-1,6-bisphosphate Aldolase from Giardia Lamblia: Coupling assay counterscreen; coupling enzyme system counterscreen, AmpLite Red fluorescence; activity change, negative = inhibition, % at 58.2 µM, hits read low; hit rate 0.67% among 290,000; AID 2472, 2010; in the data active = activity change below about -30%; also: % is scaled to controls: 0 for no effect and ±100 for the full control effect
#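 Activity here indicates interference with the coupling reaction, not aldolase inhibition. Compounds at 57.5 uM final met coupling enzymes for 10 min at RT; substrate and AmpLite Red detection followed, with a 525/598 nm fluorescence read after 20 min.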
# MLL CXXC-DNA inh = qHTS Fluorescence Polarization Assay for Inhibitors of MLL CXXC domain - DNA interaction | Potency, µM (highest dose often 115 µM), inactives show at the highest dose activity change, negative = inhibition, actives largely listed as inhibitors | AID 2662, 2010 | MLL-CXXC / FITC-HOXA9 DNA fluorescence polarization | hit rate 0.037% among 290,000; active = well fitted inhibition curve with a large enough effect in the polarisation, with a control signal flat, not every such curve was filed as active; inconclusive = small, poorly fitted or top-dose-only effect, or effect the other way, or a change in a side signal; inactive = no such curve, though single readings can be large or run the other way; the % refers to the polarisation; also: potency is read from the fitted curve at half-maximal effect
#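 Fluorescence polarization: 7 uM MLL-CXXC (stock) preincubated 5 min with compounds, then 50 nM fluorescein-HOX-A9 DNA (stock) added; 30 min ambient. Buffer 50 mM Tris-HCl pH 7.5, 50 mM NaCl, 1 mM DTT, 0.05% BSA.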
# B2AR arrestin = qHTS assay of beta-arrestin-biased ligands of beta2-adrenergic receptor; Beta-2 adrenergic receptor (Homo sapiens), P07550; beta-arrestin recruitment to beta2AR, cell-based reporter; Potency, µM (series often up to 46.1 µM), for inactives: top-dose activation, hits mostly activators; hit rate 0.02% among 330,000;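 also: potency is read from the fitted curve at half-maximal effect; 0% = DMSO controls and full agonism = EC100 isoproterenol or metaproterenol; nearly all actives have a fitted effect of over 65% in size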
# Giardia killer = Small Molecules that selectively kill Giardia lamblia: qHTS. Giardia lamblia trophozoite viability. activity change, % at 7.66 µM, hits read low. hit rate 0.15% among 340,000; in the data active = activity change below about -80%; inconclusive = between about -30% and that limit;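 also: parasites exposed to compound for two days anaerobically before the ATP read; % is scaled to controls: 0 for no effect and ±100 for the full control effect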
#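 Giardia trophozoites, 100 cells per well, were exposed to compounds for 48 hrs at 37 deg C under anaerobic conditions; viability was then read as ATP content by bioluminescence after 15-30 min at room temperature.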
# PKM2 activator = qHTS Assay for Activators of Human Muscle isoform 2 Pyruvate Kinase; purified PKM2, Kinase-Glo ATP luminescence, activation; response scale: 0% is enzyme alone, no compound; Potency, µM (doses to about 57.5 µM), without a hit: at the top dose activation, hits mostly activators; hit rate 0.34% among 260,000; also: potency is read from the fitted curve at half-maximal effect; % is scaled to controls: 0 for no effect and ±100 for the full control effect; nearly all actives have a fitted effect of over 55% in size
#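 Purified hPK-M2 (>95% pure) converted ADP (0.1 mM final) to ATP with 0.5 mM PEP in 50 mM imidazole pH7.2, KCl, MgCl2, Tween 20, BSA; 1 h at room temperature. ATP detected by Kinase-Glo luminescence.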
# USP2a block = qHTS Assay for Inhibitors of Ubiquitin-specific Protease USP2a Using CHOP2 as the Reporter. USP2 core, Ub-CHOP2 coupled fluorogenic reporter, 485/531. Potency, µM (doses to about 38.3 µM), inactives show at the top dose activity change, negative = inhibition, hits mostly inhibitors. hit rate 0.01% among 330,000. AID 463254, 2010;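 also: potency is read from the fitted curve at half-maximal effect; plate controls were DMSO wells for no effect and full inhibition by NEM control for full effect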
# Target sequence (O75604 whole entry, looked up): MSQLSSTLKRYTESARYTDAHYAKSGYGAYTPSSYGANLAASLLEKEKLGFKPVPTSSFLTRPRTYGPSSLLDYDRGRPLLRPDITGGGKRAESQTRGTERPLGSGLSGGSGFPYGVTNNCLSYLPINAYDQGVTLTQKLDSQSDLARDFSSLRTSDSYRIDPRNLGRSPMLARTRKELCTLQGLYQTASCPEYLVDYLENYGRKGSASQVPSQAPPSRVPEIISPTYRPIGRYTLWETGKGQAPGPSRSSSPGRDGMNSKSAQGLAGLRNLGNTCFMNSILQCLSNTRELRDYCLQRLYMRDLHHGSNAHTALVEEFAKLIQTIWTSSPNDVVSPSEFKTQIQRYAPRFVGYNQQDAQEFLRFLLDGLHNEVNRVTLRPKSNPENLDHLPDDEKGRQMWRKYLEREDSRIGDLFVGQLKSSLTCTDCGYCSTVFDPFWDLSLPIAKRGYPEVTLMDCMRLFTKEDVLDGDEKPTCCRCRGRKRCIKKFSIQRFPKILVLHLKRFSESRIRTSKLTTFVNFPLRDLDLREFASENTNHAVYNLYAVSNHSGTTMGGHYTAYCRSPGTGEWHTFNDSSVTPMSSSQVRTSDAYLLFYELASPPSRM
#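 USP2 core (10nM final) preincubated 30min RT with compound in 20mM Tris-HCl pH 8.0, 2mM CaCl2, 2mM beta-mercaptoethanol, 0.05% CHAPS; 25nM Ub-CHOP2 plus 25nM reporter substrate added, fluorescence (Ex485/Em531) read after 60min.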
# Menin MLL FP TR = qHTS Assay for Inhibitors Targeting the Menin-MLL Interaction in MLL Related Leukemias: Competition With Texas Red Labeled MLL-derived Mutant Peptide; Potency, µM (doses to about 61.6 µM), for the others: at the top dose FP activity change, negative = inhibition, usual class: inhibitors; hit rate 0.23% among 270,000; AID 1768, 2009; Menin + Texas Red MLL mutant peptide, fluorescence polarization; active = well fitted inhibition curve with a large enough effect in the polarisation, with a control signal flat, not every such curve was filed as active; inconclusive = small, poorly fitted or top-dose-only effect, or effect the other way, or a change in a side signal; inactive = no such curve, though single readings can be large or run the other way; the % refers to the polarisation; also: potency is read from the fitted curve at half-maximal effect; % of control where 0% means no effect; many of its hits are not listed in these tables
# TRPV1 agonist = HTS Assay for Compounds that Act as Agonists of the Vanilloid Receptor 1; TRPV1-expressing cells, Fluo-8 calcium influx, agonist mode; AID 540275, 2011; Transient receptor potential cation channel subfamily V member 1 (Homo sapiens), Q8NER1; activation, % at 8.33 µM; hit rate 0.19% among 320,000; in the data active = activation above about 80%; inconclusive = between about 30% and that limit; also: 0% is about no effect
#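 TRPV1-expressing cells were cultured overnight at 35.5C and loaded with Fluo-8 calcium dye for 40 to 90 min at room temperature. After a 10 s baseline, compound was added and calcium influx was read kinetically for 3 min (ex 480/em 520 nm).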
# * hit, by the source's call; u = inconclusive; x = not tested or not shown; [ ] = another dose, or the depositor's remark. Unless noted, calls follow the shape of the dose curve; as a rule, active = well fitted curve in the direction sought with a large enough effect; inconclusive = small, poorly fitted or top-dose-only effect, or another doubt; inactive = no such curve, though single readings can be large; an effect the other way counts as inactive or inconclusive.
SMILES,KCNH2 3.1 inh,GALK inh,KCNH2 WT inh,FBPA coupling cs,MLL CXXC-DNA inh,B2AR arrestin,Giardia killer,PKM2 activator,USP2a block,Menin MLL FP TR,TRPV1 agonist
O=[N+]([O-])c1ccc(C(O)C23CN4CN(CN(C4)C2)C3)cc1 (stereo not given),-1,3%,13,2,-2%,-0.2%,-6,-1%,2%,4%,-2
COCCNC(=O)C(c1ccco1)N(Cc1ccc(OC)cc1)C(=O)Cn1nnc2ccccc21 (stereo not given),10,0%,5,3,0%,-0.5%,14,3%,0%,-3%,-2
CCOC(=O)CSc1nc2c(c(=O)n(C)c(=O)n2C)n1Cc1ccccc1F,1,1%,-6,1,4%,0.2%,-16,12%,1%,3%[11.7 µM],x
CCC(=O)c1ccc(OCC(=O)OCC(=O)c2cc(C)n(CC3CCCO3)c2C)cc1 (stereo not given),3,x,7,x,x,0.4%,-14,x,-1%,x,13
COc1ccc(-n2c(=S)[nH]c3cc(C(=O)NCCCN4CCCC4=O)ccc3c2=O)c(OC)c1,11,1%,3,0,5%,-0.5%,-9,-2%,3%,8%,2
Cc1nn(CC(=O)NNC(=O)c2ccc(Br)cc2)c(C)c1[N+](=O)[O-],2,x,18,x,x,0.4%,-4,x,2%,x,2
O=C(Nc1cccc(C(=O)O)c1)/C(=C\c1ccccc1)NC(=O)c1ccccc1Cl,3,2%,-1,5,2%,-0.5%,-3,1%,0%,3%,2
Cc1cc(N(CCO)CCO)ccc1C(c1ccc(N(CCO)CCO)cc1C)c1ccccc1Cl,15,1%,-16,9,6%,3.9%,10,u,2%,-7%,-1
Cc1ccc(N2CCN(C(=O)CCc3nc4ccccc4[nH]3)CC2)c(C)c1,3,1%,29,10,1%,0.1%,-6,11%,u,2%,10
Cc1ccc(NC(=O)CN2C(=O)N/C(=C/c3cc(C)n(-c4cccc(C(=O)O)c4)c3C)C2=O)cc1,-2,-21%,-5,3,18%,0.0%,-8,7%,-1%,34%[activator],-1
Cc1ccc(C2C(C#N)=C(N)N(c3cccnc3)C3=C2C(=O)CCC3)c(C)c1 (stereo not given),18,1%,3,2,7%,0.0%,6,-1%,0%,3%,-5
CC(Oc1ccc(F)cc1)c1nnc(SCC(=O)N(c2ccccc2)C2CCS(=O)(=O)C2)o1 (stereo not given),-5,x,10,x,x,-0.8%,5,x,0%,x,2
CC(C)(C)c1ccc(C(=O)NCCn2c(N)c(C#N)c3nc4ccccc4nc32)cc1,11,x,0,-1,2%,-0.7%,2,u,1%,2%,4
Cc1ccc(NC(=O)C2C(=O)N(C)c3ccccc32)cc1 (stereo not given),-11,-1%,18,-17,2%,-0.1%,6,13%,2%,u,-1
Cc1c(Cl)cccc1NC(=S)NCC1COc2ccccc2O1 (stereo not given),1,8%,-17,1,6%,0.1%,5,15%,-4%,27%,25

# Ordered by molecular weight (ascending): four of the compounds above.
SMILES,KCNH2 3.1 inh,GALK inh,KCNH2 WT inh,FBPA coupling cs,MLL CXXC-DNA inh,B2AR arrestin,Giardia killer,PKM2 activator,USP2a block,Menin MLL FP TR,TRPV1 agonist
Cc1ccc(NC(=O)C2C(=O)N(C)c3ccccc32)cc1 (stereo not given),-11,-1%,18,-17,2%,-0.1%,6,13%,2%,u,-1
Cc1ccc(N2CCN(C(=O)CCc3nc4ccccc4[nH]3)CC2)c(C)c1,3,1%,29,10,1%,0.1%,-6,11%,u,2%,10
CCOC(=O)CSc1nc2c(c(=O)n(C)c(=O)n2C)n1Cc1ccccc1F,1,1%,-6,1,4%,0.2%,-16,12%,1%,3%[11.7 µM],x
CC(C)(C)c1ccc(C(=O)NCCn2c(N)c(C#N)c3nc4ccccc4nc32)cc1,11,x,0,-1,2%,-0.7%,2,u,1%,2%,4

# Continued.
SMILES,KCNH2 3.1 inh,GALK inh,KCNH2 WT inh,FBPA coupling cs,MLL CXXC-DNA inh,B2AR arrestin,Giardia killer,PKM2 activator,USP2a block,Menin MLL FP TR,TRPV1 agonist
Cn1cnnc1SCc1ccccc1Br,1,1%,0,2,9%,0.2%,9,0%,2%,0%,-7
CCCCc1cc2c(cc1NC(=O)CN1CCCCC1)OCCO2,-3,-1%,9,-5,-2%,0.9%,-9,-4%,-1%,x,u
COC(=O)c1c(NC(=O)c2ccco2)sc2c1CCC2,25,-1%,-1,1,-1%,-0.3%,12,-3%,0%,9%,-6
O=C(COc1ccccc1)NC(=S)Nc1ccc2c(c1)Cc1ccccc1-2,-5,2%,-4,8,-1%,-0.8%,-1,-6%,2%,0%,1
FCCCOc1ccc(/C=N/OCc2c(Cl)cccc2Cl)cc1,-10,-1%,-2,0,3%,0.6%,-6,5%,0%,12%,2
CC(C)(C)OC(=O)n1cc(C(=O)c2ccccc2O)cn1,12,-1%,-4,1,5%,-0.6%,15,-1%,1%,-10%,0
O=Cc1c(N2CCN(c3ccccc3)CC2)nc2ccccn2c1=O,1,2%,3,2,-11%,0.0%,8,0%,2%,-13%,11
Cn1c(NC2CCCCC2)c(N=O)c(=O)n(C)c1=O,-3,1%,0,0,2%,-0.1%,-20,1%,10%,10%,-5
Cc1cccnc1NC(=O)c1cccc(S(=O)(=O)NCc2ccccc2)c1,7,x,0,x,x,-1.2%,-6,x,4%,x,2
Cn1c2ccccc2c(=O)c2cc(C#Cc3ccccn3)ccc21,x,x,x,-6,12%,0.2%,-9,-10%,1%,-5%,2
Cc1ccc(CSc2n[nH]c(N)n2)cc1,-1,11%,0,5,5%,0.0%,-9,-12%,1%,-14%,7
O=C(NC1CCCCC1)C(c1cccnc1)N(C(=O)CCl)c1cccc(Cl)c1 (stereo not given),-15,-3%,0,-1,8%,-1.1%,-1,-3%,-2%,-19%,9
COc1cccc(C2c3c(oc4ccccc4c3=O)C(=O)N2c2ccccn2)c1 (stereo not given),-11,2%,0,0,3%,0.0%,15,-1%,1%,-8%,0
Cc1cc[n+](-c2[nH]c(=O)sc2/C=N/N=C(\[O-])CCn2c3ccccc3c3ccccc32)cc1,5,-2%,-2,2,26%,-0.8%,-7,5%,5%,x,x
Cc1ccc(S(=O)(=O)N2CCC(=O)N(C(COCc3cccc(Cl)c3)Cc3ccccc3)CC2)cc1 (stereo not given),-26,x,-8,-1,6%,-0.1%,4,-3%,-3%,1%,5
Cc1ccc(S(=O)(=O)N(C)c2ccc(OCC(=O)NCc3ccco3)cc2)cc1,-8,1%,-13,0,2%,-0.2%,24,4%,-3%,0%,-2
CCOc1cccc(-c2nnc3sc(COc4ccccc4)nn23)c1,-2,0%,2,5,0%,-0.7%,10,-1%,-1%,-8%,u
COc1ccc(NC(=O)c2cccc(OC(=S)N3CCOCC3)c2)cc1,1,-2%,-6,-4,-8%,3.2%,3,0%,-10%,x,u
CCOC(=O)CSc1nc(C)c(Oc2ccc(Cl)cc2Cl)c(=O)[nH]1,18,x,20,1,-1%,-0.4%,18,2%,-2%,x,-1
Cc1sc(NC(=O)CN2C(=O)NC3(CCCC3)C2=O)nc1-c1ccc(F)cc1,2,x,-2,x,x,0.1%,0,x,0%,x,-1
CCCNC(=O)NC(=O)COc1ccc(-c2ccc(C#N)cc2)cc1,-3,1%,7,1,7%,-0.1%,-7,-1%,1%,3%,-4
O=c1c2cnn(-c3ccccc3)c2ncn1Cc1ccccc1F,2,-1%,-1,1,0%,0.0%,21,1%,3%,-2%,u
COc1ccc(S(=O)(=O)NC(CC(=O)NC2CCCC2)c2ccco2)cc1 (stereo not given),2,2%,-16,0,1%,-0.1%,u,-2%,1%,-12%,-2
CC(C)Oc1snc(Cl)c1C(N)=O,-18,1%,4,2,-3%,0.2%,-23,0%,1%,-2%,2

# An excerpt, so the mix of outcomes need not match the whole.
